SUMO1-SIM PPI: SUMO1-SIM interaction modulation; P63165; SUMO1 binding to a labelled peptide, TR-FRET, 1 h; inhibition, % at 20 µM; 360,000 tested, 0.33% active; in the data active = inhibition above about 37%
Target sequence (P63165 whole entry, looked up): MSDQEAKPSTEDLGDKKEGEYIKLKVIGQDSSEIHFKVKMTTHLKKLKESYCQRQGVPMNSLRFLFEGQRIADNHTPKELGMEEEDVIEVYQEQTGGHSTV
Neddylation inh: inhibitors of human cullin neddylation | TR-FRET cullin neddylation, biochemical | calls only at 25 µM | 360,000 tested, 0.58% active; in the data active = inhibition above about 36%
STEP inh: blocks human striatal-enriched tyrosine phosphatase; 360,000 tested, 0.25% active; recombinant STEP, OMFP fluorogenic substrate, fluorescence; inhibition, % at 20 µM; P54829;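 active = inhibition at 20 µM, scaled per plate between control wells, above about 37%, limit read from the data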;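 note: 0% = DMSO with enzyme and substrate and 100% = substrate only without enzyme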
Target sequence (P54829 whole entry, looked up): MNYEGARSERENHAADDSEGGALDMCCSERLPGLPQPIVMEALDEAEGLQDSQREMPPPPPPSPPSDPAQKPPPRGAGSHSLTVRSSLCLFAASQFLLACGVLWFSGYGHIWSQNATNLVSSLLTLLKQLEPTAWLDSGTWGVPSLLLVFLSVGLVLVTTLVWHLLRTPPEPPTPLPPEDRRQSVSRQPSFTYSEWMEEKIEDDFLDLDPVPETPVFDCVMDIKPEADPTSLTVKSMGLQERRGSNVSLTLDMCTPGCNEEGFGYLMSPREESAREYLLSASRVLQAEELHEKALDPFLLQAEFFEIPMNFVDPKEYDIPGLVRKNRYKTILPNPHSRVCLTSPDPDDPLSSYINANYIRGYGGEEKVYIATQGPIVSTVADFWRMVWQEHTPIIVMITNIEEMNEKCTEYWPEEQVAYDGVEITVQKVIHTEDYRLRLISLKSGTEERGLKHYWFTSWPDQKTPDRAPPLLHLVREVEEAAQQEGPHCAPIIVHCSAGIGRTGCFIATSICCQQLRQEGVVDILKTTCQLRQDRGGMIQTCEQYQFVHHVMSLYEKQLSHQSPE
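Test system: STEP tyrosine phosphatase / Reagent: OMFP at 25 µM / Doses: 20 µM, 1% DMSO / Read-out: percent inhibition scaled to no-enzyme and uninhibited-enzyme controls, plate-pattern corrected / Detection: FITC-channel fluorescence of OMFP product / Medium: Bis-Tris buffer pH 6.0, 2.5 mM DTT, 0.005% Tween 20 / Schedule: 20 min at room temperature, dark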
Rpn11 inh: inhibitors of human proteasome Rpn11 | O00487 | calls only at 20 µM | AID 588493 | 360,000 tested, 0.59% active | human 26S proteasome, Ub4-pepOG fluorescence polarization; 20S core pre-blocked with epoxomicin;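 active = inhibition at 20 µM, scaled to each plate's controls, above about 33%, limit read from the data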
Rin1 Abl inh: blocks binding of human Rin1 to Abl | P00519+Q13671 | TR-FRET Rin1/Abl binding, biochemical | inhibition, % at 7.35 µM | 360,000 tested, 0.4% active | AID 588664; in the data active = inhibition above about 5%, passing the limit was not always enough
NadD block: blocks S. aureus nicotinate mononucleotide adenylyltransferase; purified NadD enzyme, colorimetric absorbance read-out; inhibition, % at 20 µM; 360,000 tested, 0.78% active; AID 602399; in the data active = inhibition above about 26%; note: some compounds past the cut are filed as inactive
CSN deneddyl inh: blocks human CSN-mediated cullin deneddylation | Q92905 | Purified CSN, SCF-Nedd8-OG deneddylation, fluorescence polarization | inhibition, % at 12.5 µM | 360,000 tested, 0.38% active | AID 651999;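 active = pattern-corrected inhibition above about 35%, with an unprinted fluorescence ratio check between 0.5 and 1.5, limit read from the data, passing the limit was not always enough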;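 note: 0% = enzyme with substrate and 100% = substrate without enzyme; some results filed as inactive read as strong as hits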
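Assay system: purified human Csn5 enzyme expressed in HEK293T cells; Input: 0.24 nM Csn5 enzyme, final concentration; Reagent: 10 nM SCFSkp2-Nedd8OG; Compound dosing: 12.5 µM single point; Times: reaction 90 min, room temperature; Technique: fluorescence polarization readout.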
DNMT1 inh: DNMT1 (human) enzyme inhibition; P26358; inhibition (reported as % activation of signal), % at 10 µM; 360,000 tested, 0.83% active; AID 588458; DNMT1 molecular beacon, Hinp1I cleavage, fluorescence; in the data active = inhibition above about 50%
LMPTP block: blocks human LMPTP phosphatase; recombinant LMPTP-A, OMFP fluorogenic substrate, fluorescence intensity; inhibition, % at 20 µM; 360,000 tested, 0.22% active; AID 651560;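 active = compounds that cut the enzyme signal by at least half of the control window in the single-dose screen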;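 note: plate controls were DMSO wells with enzyme plus substrate for no effect and substrate without enzyme for full effect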
Target sequence (P24666 whole entry, looked up): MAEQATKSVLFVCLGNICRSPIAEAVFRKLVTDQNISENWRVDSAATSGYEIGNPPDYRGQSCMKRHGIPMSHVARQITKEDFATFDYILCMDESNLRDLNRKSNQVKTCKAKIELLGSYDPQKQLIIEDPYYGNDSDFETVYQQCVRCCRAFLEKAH
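Material: LMPTP-A; amount: 0.625 nM enzyme; doses: single 20 µM dose; times: reaction 50 min, room temperature, dark; technique: fluorescence intensity of OMFP turnover product; benchmarks: no-enzyme and uninhibited controls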
Scp1 inh: Scp-1 (human) phosphatase inhibition; Q9GZU7; Recombinant Scp1, phosphopeptide, malachite green phosphate absorbance; inhibition, % at 20 µM; 340,000 tested, 0.88% active; AID 493091;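 active = inhibition above about 50% at 20 µM, limit read from the data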;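 note: plate controls were DMSO wells with enzyme for no effect and wells lacking enzyme for full effect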
Target sequence (Q9GZU7 76-261 limits assumed): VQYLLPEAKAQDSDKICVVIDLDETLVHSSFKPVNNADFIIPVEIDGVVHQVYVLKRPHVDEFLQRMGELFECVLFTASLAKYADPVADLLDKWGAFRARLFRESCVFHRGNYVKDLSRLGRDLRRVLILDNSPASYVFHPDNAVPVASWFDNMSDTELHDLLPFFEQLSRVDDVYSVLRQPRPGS
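Test system – truncated SCP-1 phosphatase (76-261aa) · Reagent – Phosphorylated 17-residue peptide substrate · Incubation – 45 min room-temperature reaction, 5 min colour, 30 min stabiliser · Detection – colorimetric phosphate reagent with accelerator and stabiliser, absorbance at 630 nm · Measure – % inhibition at 20 µM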
The depositor's hits bear a star; i = inactive; nt = not tested or not shown.

(1) COC(=O)c1ccc(CO/N=C/c2cccc([N+](=O)[O-])c2)cc1
(2) COc1ccc(-c2noc(CCC(=O)N3CCN(c4ccccc4)CC3)n2)cc1
(3) CCS(=O)(=O)N1CCN(c2ccc(S(=O)(=O)N3CCOCC3)cc2)CC1
(4) CCCCn1nc(C(=O)N2CCN(S(=O)(=O)c3ccccc3)CC2)c2ccccc2c1=O
(5) Cc1cccc(C(=O)Nc2cccc3cccnc23)c1
(6) OC(COc1cccc(OCC(O)CN2CCCC2)c1)CN1CCCC1 (stereo not drawn)
entry no.	1	2	3	4	5	6
SUMO1-SIM PPI	-5	0	0	3	-8	-17
Neddylation inh	i	i	i	i	i	i
STEP inh	0	-4	2	1	1	-1
Rpn11 inh	i	i	i	i	i	i
Rin1 Abl inh	4	-5	-1	-1	1	1
NadD block	-1	-3	5	-4	-5	-2
CSN deneddyl inh	1	5	1	-1	7	2
DNMT1 inh	1	7	7	2	2	-6
LMPTP block	-1.4	-0.8	0.4	-0.6	0.8	2.0
Scp1 inh	-9	1	-3	-2	-6	-4

(7) CC1(C(=O)NS(=O)(=O)c2ccc(Br)cc2)CCN1C(=O)CCC1CCCC1 (stereo not drawn)
(8) N#CCN(C(=O)CSc1nnc(C2CC2)n1C1CC1)c1ccccc1
(9) CCCCCn1c(CN2CCCCC2CC)nc2c1c(=O)n(C)c(=O)n2C (stereo not drawn)
(10) CCn1c(SCC(=O)Nc2ccc(N(C)C)cc2)nnc1-c1ccco1
(11) CCOCCCNC(=O)CNC(=S)N(Cc1ccc(C)cc1)Cc1ccco1
(12) Cn1c(NC(=O)c2ccco2)cc(=O)n(C)c1=O
entry no.	7	8	9	10	11	12
SUMO1-SIM PPI	7	-4	3	2	0	3
Neddylation inh	i	i	i	i	i	i
STEP inh	-3	-2	-5	2	-2	-4
Rpn11 inh	i	i	i	i	i	i
Rin1 Abl inh	1	-4	-3	4	1	-1
NadD block	-6	-3	1	-4	-4	6
CSN deneddyl inh	-3	-4	2	8	5	8
DNMT1 inh	2	-5	3	2	-3	0
LMPTP block	-1.3	-1.3	-0.6	-0.8	0.3	-0.8
Scp1 inh	nt	nt	-17	-10	-9	-2

(13) Cc1nc(SCCOc2ccccc2)[nH]c(=O)c1Cc1ccccc1
(14) CC(=O)/C(=N\Nc1ccccc1)Sc1cccc2cccnc12
(15) O=C(NCc1cccnc1)c1ccc2nc([C@@H]3O[C@H](CO)[C@H](O)[C@H](O)[C@H]3O)[nH]c2c1
(16) CN(C)S(=O)(=O)c1cccc(NC(=S)NN=C(Cc2ccccc2)Cc2ccccc2)c1
(17) CCC(C)NC(=O)C(Cc1ccccc1)NS(=O)(=O)c1ccc2c(c1)CCC(=O)N2 (stereo not drawn)
(18) CCOc1cc(C(=O)O)cc(Cl)c1OCC#N
entry no.	13	14	15	16	17	18
SUMO1-SIM PPI	10	-12	0	2	0	4
Neddylation inh	i	i	i	i	i	i
STEP inh	1	3	-2	6	0	2
Rpn11 inh	i	i	i	i	i	i
Rin1 Abl inh	0	-4	-2	-2	0	2
NadD block	1	0	0	14	0	-5
CSN deneddyl inh	-1	0	0	-5	-3	1
DNMT1 inh	44	-3	2	-19	0	0
LMPTP block	-0.7	2.6	-2.2	1.3	-1.4	-1.7
Scp1 inh	-3	-1	nt	-13	-5	-14

Full records, quoted from the list. Order of screens: SUMO1-SIM PPI | Neddylation inh | STEP inh | Rpn11 inh | Rin1 Abl inh | NadD block | CSN deneddyl inh | DNMT1 inh | LMPTP block | Scp1 inh
Entry for CC(=O)/C(=N\Nc1ccccc1)Sc1cccc2cccnc12 = -12 | i | 3 | i | -4 | 0 | 0 | -3 | 2.6 | -1
Entry for CCOc1cc(C(=O)O)cc(Cl)c1OCC#N = 4 | i | 2 | i | 2 | -5 | 1 | 0 | -1.7 | -14
Entry for O=C(NCc1cccnc1)c1ccc2nc([C@@H]3O[C@H](CO)[C@H](O)[C@H](O)[C@H]3O)[nH]c2c1 = 0 | i | -2 | i | -2 | 0 | 0 | 2 | -2.2 | nt

Going on with the list:
(19) CCS(=O)(=O)N1Cc2cc(C(=O)NCCOC)nc(-c3cccc(-c4ccncc4)c3)c2[C@H]1CCO
(20) O=C(c1ccccc1F)N1CCCC(C(=O)N2CCN(c3ccccc3)CC2)C1 (stereo not drawn)
(21) Cc1noc(NC(=O)c2cccc(C(F)(F)F)c2)c1Cl
(22) CCN(CC)C(=O)c1[nH]cnc1C(=O)NC1CCN(C(=O)OC(C)(C)C)CC1
(23) OC1(c2ccc(OC(F)F)cc2)CSC(=Nc2cccnc2)N1Cc1ccco1 (stereo not drawn)
(24) CCOc1ccccc1N(CC)C(=O)c1cc2c(s1)-c1ccccc1S(=O)(=O)C2
entry no.	19	20	21	22	23	24
SUMO1-SIM PPI	5	1	-4	4	-1	-15
Neddylation inh	i	i	i	i	i	i
STEP inh	nt	0	-1	2	0	2
Rpn11 inh	nt	i	i	i	i	i
Rin1 Abl inh	nt	-3	0	4	0	0
NadD block	-3	-5	-2	-5	-4	-2
CSN deneddyl inh	-4	1	1	3	9	-3
DNMT1 inh	nt	0	-1	0	-2	-7
LMPTP block	-1.5	-0.7	-0.1	-2.0	0.7	2.4
Scp1 inh	nt	-4	-2	-4	-1	nt

(25) Nc1ccccc1-n1c(=O)n(Cc2ccccc2F)c(=O)c2[nH]cnc21
(26) COc1nc(NC(C)(C)C)nc(Oc2ccc(=O)n(-c3ccccc3)n2)n1
(27) CCOCCCNCC(O)c1ccccc1 (stereo not drawn)
(28) COc1ccc(-c2csc(/C(C#N)=C(\O)CSc3nccn3C)n2)cc1OC
(29) CCOc1ccccc1C(=O)Nc1cnn(Cc2ccc(F)cc2)c1
(30) COC(C(=O)NNC(=O)Cc1ccc(Cl)cc1)c1ccccc1 (stereo not drawn)
entry no.	25	26	27	28	29	30
SUMO1-SIM PPI	3	-5	0	22	1	1
Neddylation inh	i	i	i	i	i	i
STEP inh	0	2	0	2	4	-4
Rpn11 inh	i	i	i	i	i	i
Rin1 Abl inh	-1	-1	0	-1	1	0
NadD block	-2	4	-3	14	-3	-6
CSN deneddyl inh	-1	5	0	11	-4	-3
DNMT1 inh	1	8	1	-6	-11	1
LMPTP block	-0.7	-0.5	-2.1	1.7	-0.5	-2.2
Scp1 inh	-7	-2	-10	7	-1	-7

(31) Cc1ccccc1C(=O)OC(C)CN1CCOCC1 (stereo not drawn)
(32) COc1ccc(-c2cc(C(=O)N3CC(C)CC(C)C3)c3ccccc3n2)cc1 (stereo not drawn)
(33) C=CCNC(=O)COC(=O)c1cc(S(=O)(=O)N2CCOCC2)ccc1N1CCCCC1
(34) CCC(=O)NNC(=O)c1cc(COc2cc(Cl)cc(Cl)c2)on1
(35) COc1cc(C(C(=O)NC(C)(C)C)N(Cc2ccccc2)C(=O)c2cnccn2)cc(OC)c1OC (stereo not drawn)
(36) CCC/C=C/c1ccc(CN2C(CC(C)C)C(=O)N(Cc3cn(CCOCOC)nn3)CCS2(=O)=O)cc1 (stereo not drawn)
entry no.	31	32	33	34	35	36
SUMO1-SIM PPI	-1	-4	2	4	0	4
Neddylation inh	i	nt	i	i	i	i
STEP inh	-2	1	-3	-2	0	0
Rpn11 inh	i	i	i	i	i	i
Rin1 Abl inh	-1	-3	4	3	-3	1
NadD block	-3	4	-2	-6	-4	-1
CSN deneddyl inh	3	6	4	-1	-3	-2
DNMT1 inh	-2	-4	0	2	-3	5
LMPTP block	-3.1	3.2	-0.4	-0.6	-1.4	1.1
Scp1 inh	-1	1	-7	-5	1	nt

(37) Cc1ccc(S(=O)(=O)Nc2ccccc2/C=N/c2nc3ccccc3n2C)cc1
(38) O=C(Nc1nnc([C@H]2C[C@H](O)[C@@H](CO)O2)s1)NC1CCCCC1
(39) Cn1c2c(c3cc([N+](=O)[O-])ccc31)CCCC2
(40) Cc1cc(C(=O)OCC(=O)Nc2cccc(S(N)(=O)=O)c2)c2ccccc2n1
(41) CCC(=O)NCCC(c1ccco1)c1ccccc1OC (stereo not drawn)
(42) CC(C)CCn1cnc2c(oc3nc4c(cc32)CCCC4)c1=O
entry no.	37	38	39	40	41	42
SUMO1-SIM PPI	4	4	-2	-26	5	-9
Neddylation inh	i	i	i	i	i	i
STEP inh	3	-1	4	0	-2	4
Rpn11 inh	i	i	i	i	i	i
Rin1 Abl inh	-3	0	2	-4	-3	-6
NadD block	-8	8	6	-10	12	0
CSN deneddyl inh	2	-5	4	-10	2	2
DNMT1 inh	4	1	6	1	-4	-1
LMPTP block	1.7	0.7	-0.1	-0.5	-1.4	-0.8
Scp1 inh	-16	nt	0	-5	-3	-3

Some of the entries above in another layout:
Under each structure – SUMO1-SIM PPI	Neddylation inh	STEP inh	Rpn11 inh	Rin1 Abl inh	NadD block	CSN deneddyl inh	DNMT1 inh	LMPTP block	Scp1 inh
38. O=C(Nc1nnc([C@H]2C[C@H](O)[C@@H](CO)O2)s1)NC1CCCCC1
  4	i	-1	i	0	8	-5	1	0.7	nt
41. CCC(=O)NCCC(c1ccco1)c1ccccc1OC (stereo not drawn)
  5	i	-2	i	-3	12	2	-4	-1.4	-3

Other records follow.
(43) COc1cc(CNCc2cc(OC)ccc2OC)cc(OC)c1
(44) O=C(NCCN1CCOCC1)c1cc2ccccc2oc1=O
(45) CN(Cc1ccc(Cl)s1)C(=O)CSc1nnc(C2CC2)n1C1CC1
(46) Oc1ccccc1/C=C/c1noc(-c2ccccc2O)n1
(47) Cc1ccc(CC(C(=O)O)C(C)C(=O)Nc2ccc(F)cc2)cc1 (stereo not drawn)
(48) O=c1c(-c2nc3ccccc3s2)cccn1Cc1ccc(Cl)c(Cl)c1
entry no.	43	44	45	46	47	48
SUMO1-SIM PPI	-4	-27	3	1	5	-4
Neddylation inh	i	i	i	i	i	nt
STEP inh	0	-3	2	-5	-1	3
Rpn11 inh	i	i	i	i	i	i
Rin1 Abl inh	2	-3	5	3	2	4
NadD block	-9	-5	-4	-2	-6	5
CSN deneddyl inh	-2	-3	-1	10	2	8
DNMT1 inh	-1	-2	0	-2	-1	-4
LMPTP block	-1.7	-0.8	0.2	1.6	-3.1	3.8
Scp1 inh	-4	-16	-6	-9	-7	8

(49) COc1ccc2c(c1OC)C(=O)N(c1ccccc1)C2=O
(50) CN1CCCN(C(=O)c2ccc(Cl)s2)CC1
(51) O=C1NCCCc2c1oc1ccc(O)cc21
(52) CC(=O)N1c2ccc(S(=O)(=O)NCCC(=O)Nc3ccc(F)cc3C)cc2CC1C (stereo not drawn)
entry no.	49	50	51	52
SUMO1-SIM PPI	-10	-2	-7	-1
Neddylation inh	i	i	i	i
STEP inh	-1	-3	-4	0
Rpn11 inh	i	i	i	i
Rin1 Abl inh	5	1	-1	-6
NadD block	-1	1	4	4
CSN deneddyl inh	0	1	-5	5
DNMT1 inh	2	0	0	1
LMPTP block	2.8	-1.9	1.9	-1.0
Scp1 inh	-1	-8	-7	3

Screening data deposited in PubChem BioAssay by several laboratories.
